NALP3 yeast inh = NALP3 inflammasome inhibitors in reconstituted yeast, primary screen, luminescence, uHTS; 330,000 tested, 0.39% active; inhibition, % at 10 µM; Yeast reconstituted NLRP3/ASC/caspase-1, beta-gal luminescence, 24 h;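 active = inhibition of 50% or more; inactive = inhibition below 50%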;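 also: plate controls were induced DMSO wells for no effect and uninduced yeast grown without galactose for full effect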
A3A deaminase = APOBEC3A ssDNA deaminase inhibitors, primary screen, selectivity assay for APOBEC3G inhibitor project, biochemical, FAM/TAMRA oligo cleavage fluorescence; DNA dC->dU-editing enzyme APOBEC-3A (Homo sapiens), P31941; recombinant A3A, FAM/TAMRA ssDNA deamination fluorescence; inhibition, % at 20 µM; 330,000 tested, 0.41% active;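 active = at least 40% inhibition at 20 µM here, with at most 30% in a related deaminase screen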;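 also: plate controls were A3A with DMSO for no effect and wells lacking A3A enzyme for full effect; some results filed as inactive read as strong as hits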
mIAP inh = inhibitors of mouse IAP, primary screen, biochemical, luminescence, uHTS. inhibition, % at 10 µM. purified mouse IAP, CDP-Star luminescence, 30 min. intestinal alkaline phosphatase [Mus musculus]. 330,000 tested, 0.2% active. AID 2806, 2010;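 active = inhibition of at least 40% at 10 µM in the primary screen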;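 also: plate controls were DMSO with enzyme for no effect and no enzyme wells for full effect; values of inactives mirror those of a sister screen read the other way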
tim10-1 inh = growth inhibitors of tim10-1 mutant yeast, primary screen, luminescence, uHTS | 330,000 tested, 2.2% active | AID 463190, 2010 | S. cerevisiae tim10-1 ts strain growth, BacTiter-Glo, 24 h | inhibition, % at 20 µM;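 active = inhibition of at least 40%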;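 also: mutant grown at 25 °C; 0% = DMSO wells with yeast and 100% = wells holding no yeast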
TIM10 inh = growth inhibitors of isogenic TIM10 control yeast, primary screen, counter-screen for tim10-1 yeast inhibitor project, luminescence, uHTS; S. cerevisiae TIM10 strain growth, BacTiter-Glo luminescence, 24 h; inhibition, % at 10 µM; 330,000 tested, 1.4% active; AID 463195, 2010;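 active = inhibition of 40% or more at the single tested concentration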;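 also: wild-type TIM10 isogenic control strain grown at permissive 25 °C; 0% = DMSO yeast wells and 100% = minimal medium wells without yeast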
MIN6 prolif = inducers of MIN6 beta-cell proliferation, primary screen, ATP luminescence, uHTS | MIN6 cells proliferation, ATPlite luminescence, 48 h; cells starved in 0.2% serum; 100% = growth in 10% serum | proliferation, % at 10 µM | 330,000 tested, 0.29% active | AID 2380, 2010;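 active = compounds whose signal lies at least 3.5 SD above the mean of all wells on their plate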;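 also: 0% = DMSO-treated cells in low-serum medium and 100% = 10% serum control; some compounds called inactive have numbers as strong as hits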
hIAP inh = human IAP inhibitors, primary screen, biochemical, luminescence, uHTS | 330,000 tested, 0.12% active | Intestinal-type alkaline phosphatase (Homo sapiens), P09923 | inhibition, % at 10 µM | purified IAP, CDP-Star luminescence, 30 min;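 active = inhibition reaching a set limit with compound at 10 µM in the primary screen, cut at about 35% in these data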;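 also: plate controls were DMSO wells with enzyme for no effect and no-enzyme buffer wells for full effect; values of inactives mirror those of a sister screen read the other way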
Target sequence (P09923 whole entry, looked up): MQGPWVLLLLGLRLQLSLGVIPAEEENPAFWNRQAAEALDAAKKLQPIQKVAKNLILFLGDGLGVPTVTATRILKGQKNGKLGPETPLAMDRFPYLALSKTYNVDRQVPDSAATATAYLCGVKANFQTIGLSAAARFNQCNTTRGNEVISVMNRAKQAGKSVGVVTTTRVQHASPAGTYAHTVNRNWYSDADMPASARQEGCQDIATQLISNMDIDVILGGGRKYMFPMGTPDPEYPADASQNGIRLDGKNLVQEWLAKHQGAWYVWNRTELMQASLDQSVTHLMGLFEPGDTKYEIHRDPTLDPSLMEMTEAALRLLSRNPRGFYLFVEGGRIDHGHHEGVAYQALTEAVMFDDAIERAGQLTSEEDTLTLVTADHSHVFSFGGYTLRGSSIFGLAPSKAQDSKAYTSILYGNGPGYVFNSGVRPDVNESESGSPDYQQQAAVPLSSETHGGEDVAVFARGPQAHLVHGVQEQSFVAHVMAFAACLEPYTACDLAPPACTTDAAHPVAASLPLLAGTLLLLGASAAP
mIAP activ = activators of mouse IAP, primary screen, biochemical, luminescence, uHTS | activation factor at 10 µM | 330,000 tested, 0.24% active | muIAP, CDP-Star luminescence, 30 min; active compounds read high; 1 = vehicle-only enzyme signal, 0 = enzyme-free wells;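 active = activation factor of at least 2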; also: the source names both 10 and 20 µM as test concentration; values of inactives mirror those of a sister screen read the other way
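also added = chemiluminescent substrate CDP-Star | test system = mouse IAP enzyme | signal = chemiluminescence readout | compound = DMSO-dissolved test compounds | incubation = 30 min at room temperature | benchmarks = DMSO wells, no-enzyme wells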
APOBEC3G inh = APOBEC3G DNA deaminase inhibitors, primary screen, biochemical, fluorescence, single-stranded DNA substrate, uHTS. DNA dC->dU-editing enzyme APOBEC-3G (Homo sapiens), Q9HC16. inhibition, % at 20 µM. recombinant A3G, ssDNA deamination FAM/TAMRA fluorescence. 330,000 tested, 0.28% active;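 active = inhibition of at least 40% at 20 µM, with no more than 30% in the related APOBEC3A deaminase screen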;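 also: plate controls were DMSO wells with A3G for no effect and wells lacking A3G enzyme for full effect; some compounds called inactive have numbers as strong as hits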
Target sequence (Q9HC16 whole entry, looked up): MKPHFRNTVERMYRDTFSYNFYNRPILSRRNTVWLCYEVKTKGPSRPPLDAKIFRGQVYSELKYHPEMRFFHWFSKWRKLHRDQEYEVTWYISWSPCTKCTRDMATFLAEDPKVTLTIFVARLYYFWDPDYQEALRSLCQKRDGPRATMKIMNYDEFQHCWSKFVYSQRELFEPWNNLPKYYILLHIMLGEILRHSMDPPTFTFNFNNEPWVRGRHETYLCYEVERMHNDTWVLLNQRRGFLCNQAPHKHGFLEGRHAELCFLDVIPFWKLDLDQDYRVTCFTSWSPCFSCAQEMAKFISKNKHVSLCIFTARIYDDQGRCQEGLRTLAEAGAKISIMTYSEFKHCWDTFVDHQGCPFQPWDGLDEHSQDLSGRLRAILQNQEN
The depositor's hits bear a star; . = not tested or not shown.

1: COc1cccc(C(=O)OCC(=O)NCCCc2ccccc2)c1
2: CNc1ncnc2c1ncn2[C@@H]1O[C@H](CO)[C@@H](O)[C@H]1O
3: Nc1nc(SCC(=O)N2CCCCCC2)[nH]c(=O)c1NC(=O)c1ccco1
4: CCOC(=O)c1sc(NC(=O)C(C)Sc2nc(N)cc(=O)[nH]2)nc1C (stereo not given)
5: COC(=O)c1cccc(NC(=S)Nc2cccc(Cl)c2C)c1
6: CN(C)S(=O)(=O)c1cc(NC(=O)COC(=O)Cc2ccc(Cl)cc2Cl)ccc1Cl
7: Cc1nn(-c2ccc(F)cc2F)c(=O)c2noc(C)c12
8: CCOC(=O)c1cnn(-c2ccccc2)c1NC(=O)CN1CCOCC1
compound no.,1,2,3,4,5,6,7,8
NALP3 yeast inh,13,13,-2,18,-5,14,21,-14
A3A deaminase,-5,4,-5,-4,-5,1,-4,-1
mIAP inh,7,1,-5,7,-7,-6,-4,-13
tim10-1 inh,7,-9,14,-2,25,29,-14,-13
TIM10 inh,8,4,-3,3,18,-1,-14,-14
MIN6 prolif,-1,-1,4,2,-4,0,0,-3
hIAP inh,11,3,-30,3,1,7,22,1
mIAP activ,0.93,0.99,1.1,0.93,1.1,1.1,1,1.1
APOBEC3G inh,-10,-3,-12,-5,-10,-1,-8,-4

9: Cc1c(O)ccc2c(CN(C)Cc3ccccc3)cc(=O)oc12
10: Fc1ccc(-n2c(=S)[nH]c3cccnc32)cc1
11: COc1cc2cc(C(c3nnnn3C3CCCC3)N3CCCCC3)c(=O)[nH]c2cc1OC (stereo not given)
12: COc1ccc(/C=C/C(=O)Nc2cc(S(=O)(=O)N3CCOCC3)ccc2OC)cc1
13: N#C/C(=C\c1ccc([N+](=O)[O-])cc1)c1ccccn1
14: Cn1c(C(O)c2ccccc2F)nc(Cl)c1Cl (stereo not given)
15: CC(=O)Nc1ccc(NC(=O)CSc2nc3nc(-c4cccs4)cc(C(F)(F)F)c3c(=O)[nH]2)cc1
16: O=C1CCCN1CCCNC(=S)Nc1ccc(F)c(Cl)c1
compound no.,9,10,11,12,13,14,15,16
NALP3 yeast inh,1,10,-1,-4,55*,-14,10,6
A3A deaminase,-2,-6,-3,2,-1,-1,0,1
mIAP inh,3,14,13,18,7,3,20,-16
tim10-1 inh,-8,24,16,7,46*,19,-5,4
TIM10 inh,4,1,3,-5,52*,-2,-10,19
MIN6 prolif,0,0,-3,-2,0,-1,-4,-2
hIAP inh,-2,-31,9,1,12,-3,15,-8
mIAP activ,0.97,0.85,0.87,0.82,0.93,0.97,0.8,1.2
APOBEC3G inh,-8,21,-2,-8,-9,-3,-6,1

17: Cc1cc(=O)[nH]c(SCCc2ccccc2)n1
18: Cc1cc(Br)ccc1NC(=O)CN(C)C(=O)CCSc1ccc(F)cc1
19: CC(=O)c1cccc(NC(=O)N2CCCC2C(=O)NCCC(C)C)c1 (stereo not given)
20: Cc1cc2ccccn2c1C(=O)c1ccccc1F
21: CC1(C)NC(=O)N(CCOc2ccc([N+](=O)[O-])cc2)C1=O
22: COc1ccc(/C=C/C(=O)N(C)C2CCCCC2)cc1Br
23: C=CCNC(=O)C12CCC(C)(C(=O)[C@H]1Br)C2(C)C (stereo not given in full)
24: CCN(CC)C(=O)c1ccccc1NC(=O)c1cccc(S(=O)(=O)N(CC)CC)c1
compound no.,17,18,19,20,21,22,23,24
NALP3 yeast inh,19,9,5,51*,17,21,-2,3
A3A deaminase,-7,1,0,2,5,1,-3,-1
mIAP inh,-6,-9,1,7,-1,5,8,-1
tim10-1 inh,0,32,4,-12,14,17,12,36
TIM10 inh,-6,8,-7,-2,17,-2,42*,7
MIN6 prolif,2,-3,0,3,4,6,-1,0
hIAP inh,34,-33,12,-1,2,16,9,8
mIAP activ,1.1,1.1,0.99,0.93,1,0.95,0.92,1
APOBEC3G inh,-9,-10,-2,-2,-4,-14,-7,-5

25: COC(=O)C1=C(C)NC(=O)/C1=C\c1cc(C)n(-c2cc(C)cc(C)c2)c1C
26: Cc1cccnc1NC(=O)CN1C(=O)c2ccccc2S1(=O)=O
27: O=C(c1ccc(Cl)nc1)N1CCN(C/C=C/c2ccccc2)CC1
28: Nc1nonc1-n1nnc(C(=O)N/N=C/c2ccccc2Cl)c1CSc1ccccc1
29: O=C(Nc1nnc(C2=COCCO2)o1)c1cccc(Br)c1
30: O=C(CCS(=O)(=O)c1ccccc1)Nc1ccc2c(c1)C(=O)NC2=O
31: CN(C)S(=O)(=O)c1ccc(NC(=O)c2cc(-c3cccs3)nc3ccccc23)cc1
32: COc1ccc(NC(=O)CC2C(=O)N(C)C(=S)N2Cc2ccco2)cc1 (stereo not given)
compound no.,25,26,27,28,29,30,31,32
NALP3 yeast inh,4,9,5,9,11,0,7,14
A3A deaminase,3,-2,-3,-2,0,-3,-2,5
mIAP inh,8,4,-6,7,-7,-6,0,-2
tim10-1 inh,10,-6,14,-4,25,23,15,15
TIM10 inh,6,-7,5,3,7,-12,16,-4
MIN6 prolif,-7,-2,-4,-2,-3,-2,-4,-2
hIAP inh,14,-2,-12,-7,0,-21,13,-7
mIAP activ,0.92,0.96,1.1,0.93,1.1,1.1,1,1
APOBEC3G inh,2,-11,-13,-11,2,-13,-1,1

33: O=c1[nH]cc(N=Cc2cc(Cl)cc(Cl)c2O)c(=O)[nH]1
34: CC[C@H](C)[C@@H]1NC(=O)c2cc([N+](=O)[O-])cc(F)c2NCCCC[C@@H](C(N)=O)NC(=O)[C@H](CCCCN)NC1=O
35: O=C(Cc1ccccc1[N+](=O)[O-])NCCc1ccc(F)cc1
36: CSCCC(NS(=O)(=O)c1ccc2c(c1)Cc1cc(S(=O)(=O)NC(CCSC)C(=O)O)ccc1-2)C(=O)O (stereo not given)
37: CCOc1ccc(-n2cc(C(=O)c3cc(Cl)ccc3O)cc(C#N)c2=O)cc1
38: O=C(O)C1Cc2ccccc2CN1C(=O)COc1ccc(Cl)cc1 (stereo not given)
39: CCCCCc1cc(=O)oc2c(C(CCN3CCCC(C)C3)c3ccc(OC)cc3)c(OC)cc(OC)c12 (stereo not given)
40: COc1ccc(NC(=O)NC2(C(=O)N3CCCCC3)CCCCC2)cc1
compound no.,33,34,35,36,37,38,39,40
NALP3 yeast inh,12,19,21,-7,9,10,16,2
A3A deaminase,0,1,-4,-2,-2,6,0,2
mIAP inh,11,-8,0,-4,11,-4,8,-5
tim10-1 inh,26,1,-9,12,36,12,35,5
TIM10 inh,37,1,-9,8,8,0,12,-14
MIN6 prolif,-3,0,-1,-3,-3,0,-8,0
hIAP inh,5,-5,0,1,2,-7,-6,0
mIAP activ,0.89,1.1,1,1,0.89,1,0.92,1
APOBEC3G inh,12,-7,-8,-7,-8,3,-5,-2

41: O=C(NCc1cccnc1)C(=O)NCC1OCCN1S(=O)(=O)c1ccc(F)cc1 (stereo not given)
42: O=C1C=C(c2cc(Cl)cc(Cl)c2)C[C@@H](c2ccc(F)cc2)C1
43: O=C(N/N=C/c1ccncc1)c1ccc2c(c1)OCO2
44: CC1CCc2nn(CC(=O)NCCN3CCCCC3C)cc2C1 (stereo not given)
45: O=C(c1ccncc1)N1CCN(c2ccc(F)cc2)CC1
46: CCCc1nnc(SCC(=O)Nc2ccc(OC)cc2)n1N
47: CC(C)(C)c1ccc(/C=C(\C#N)C(=O)NCCN2CCOCC2)cc1
48: COc1cc(OC)cc(C(=O)NNC(=O)c2ccc3ccccc3n2)c1
compound no.,41,42,43,44,45,46,47,48
NALP3 yeast inh,17,-19,7,15,17,5,15,-5
A3A deaminase,4,1,0,-2,0,-1,3,2
mIAP inh,-1,7,4,6,-3,-1,0,7
tim10-1 inh,-11,10,-9,4,9,0,40*,18
TIM10 inh,-7,-7,-6,-4,-11,8,32,6
MIN6 prolif,0,-8,-4,-1,0,1,6,-7
hIAP inh,-16,-4,-1,-6,16,7,-5,-47
mIAP activ,1,0.93,0.95,0.94,1,1,1,0.93
APOBEC3G inh,0,2,-3,-1,1,-1,2,-9

49: O=C(COc1ccccc1)Nc1cc2c3c(c1)CC(=O)N3CCC2
50: CC[C@]12c3[nH]c4ccc(OC)cc4c3CCN1C(=O)C(CC(=O)NCCCOC)C[C@@H]2C(=O)N1CCN(C(=O)C2CC2)CC1 (stereo not given in full)
51: c1ccc(-c2csc3ncn4nnnc4c23)cc1
52: O=C(c1ccc(Cl)c(S(=O)(=O)N2CCOCC2)c1)N1CCCC1
53: CCCCc1c(C)[nH]c2nc3ccccc3n2c1=O
54: CCN1CCN(c2cc3c(nn2)Oc2ccccc2N3C)CC1
55: O=C(CCN1C(=O)c2ccccc2C1=O)N1CCN(C2c3ccccc3-c3ccccc32)CC1
56: O=C(CNS(=O)(=O)c1cccc(Br)c1)NCCCc1ccccc1
57: Cc1ccccc1NC(=O)CSc1ccc(-c2cccnc2)nn1
58: O=C(/C=C/c1ccccc1)Nc1ccc(Br)cn1
compound no.,49,50,51,52,53,54,55,56,57,58
NALP3 yeast inh,16,.,14,8,-2,12,20,13,7,28
A3A deaminase,10,-1,2,1,-1,0,3,-2,2,1
mIAP inh,2,2,8,5,17,10,-1,-3,3,7
tim10-1 inh,-14,-1,-8,-3,0,44*,4,11,-1,-22
TIM10 inh,4,-7,-6,11,16,77*,23,-9,2,8
MIN6 prolif,1,.,1,-3,-2,-2,-1,-1,0,-4
hIAP inh,-3,.,14,-11,6,-5,-41,-14,2,-8
mIAP activ,0.98,0.98,0.92,0.95,0.83,0.9,1,1,0.97,0.93
APOBEC3G inh,2,-2,-2,-4,-1,-2,-6,-5,-5,-1

High-throughput results deposited in PubChem by Sanford-Burnham Center for Chemical Genomics.
